CAL PDZ FP-1: blocks peptide binding to human CAL PDZ domain. purified CAL PDZ, TMR-peptide fluorescence polarization, 1 h. inhibition, % at 20 µM. hit rate 0.02% among 330,000. AID 504414;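 active means highest replicate inhibition of at least 40%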;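 further: plate controls were DMSO neutral control wells for no effect and unlabeled competitor peptide control wells for full effect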
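material = purified tagged CAL PDZ domain construct (CerCALP) | buffer or medium = sodium phosphate/NaCl buffer pH 7.4 with TCEP, IgG, Thesit | reagent = TMR-labelled reporter peptide T*-PRC34 bound in PDZ groove | incubation = 1 h room-temperature incubation prior to read | measured by = fluorescence polarization (mP) | evaluation = percent inhibition from loss of millipolarization | control set = unlabelled peptide and DMSO controls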
MITF TRPM1 HTS: MITF TRPM1 promoter activation in melanoma cells; SK-MEL-5 TRPM1-promoter luciferase, 24 h; % of positive control, neutral wells = 0; activation, % at 12.5 µM; hit rate 0.75% among 300,000;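 active means mean activation of at least 80% with every replicate also reaching 80%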;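 further: 0% = neutral control wells and 100% = parthenolide positive control wells; values of inactives mirror those of a sister screen read the other way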
CAL PDZ FP-2: blocks peptide binding to the human CAL PDZ domain. Q9HD26. hit rate 0.92% among 300,000. inhibition, % at 24.9 µM. AID 602252. purified CAL PDZ, TMR-peptide fluorescence polarization, 1 h;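 active means mean inhibition of at least 30% with at least half of replicates also reaching 30%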;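 further: 0% = DMSO neutral control and 100% = excess unlabeled competitor peptide PRC23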
NSD2 HMT inh: blocks human histone methyltransferase NSD2; O96028; NSD2 peptide methylation, AlphaScreen, 120 min; inhibition, % at 12.5 µM; hit rate 0.54% among 310,000; AID 743445; in the data active means inhibition above about 50%
dFosB act: activators of mouse delta FosB homodimer. purified delta FosB, TAMRA-CDK5 oligo fluorescence polarization; percent of positive-control signal above neutral wells. hit rate 0.99% among 340,000. AID 493131. P13346. activation, % at 25 µM;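 active means mean activation above about 17%, with every replicate also reaching it, limit read from the data, passing the limit was not always enough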;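 further: fluorescence polarization rise as delta FosB binds a TAMRA Cdk5 AP-1 oligo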
Target sequence (P13346 whole entry, looked up): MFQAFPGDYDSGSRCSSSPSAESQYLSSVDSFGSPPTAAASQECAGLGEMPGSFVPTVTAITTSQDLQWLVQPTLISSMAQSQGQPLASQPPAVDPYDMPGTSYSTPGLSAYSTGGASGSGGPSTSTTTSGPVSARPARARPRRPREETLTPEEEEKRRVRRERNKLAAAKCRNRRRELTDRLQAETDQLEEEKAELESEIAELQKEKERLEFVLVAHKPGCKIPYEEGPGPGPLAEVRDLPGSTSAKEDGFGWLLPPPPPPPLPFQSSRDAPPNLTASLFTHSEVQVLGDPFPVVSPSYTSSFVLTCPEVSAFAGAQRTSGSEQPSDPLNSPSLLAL
Rtt109 Vps75: blocks Candida albicans Rtt109/Vps75 acetyltransferase activity; inhibition, % at 34.9 µM; Q5AAJ8; hit rate 0.16% among 330,000; purified Rtt109/Vps75, ThioGlo CoA-SH fluorescence, 4 h;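 active means inhibition of at least 50% in every replicate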
PfHsp90 set2: inhibits growth of yeast expressing Plasmodium falciparum Hsp90 | inhibition, % at 9.4 µM | hit rate 0.32% among 310,000 | S. cerevisiae expressing PfHsp90, BacTiter-Glo ATP, 48 h; yeast lacking PDR1 and PDR3 efflux regulators;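 active means every replicate shows inhibition above about 80%, whatever the replicate mean, limit read from the data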;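 further: 0% = DMSO neutral controls and 100% = 20 µM radicicol positive controls; yeast relying on Plasmodium falciparum Hsp90 in place of its own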
SR-BI HDL uptake: blocks mouse SR-BI lipid uptake from DiI-HDL. Q61009. ldlA[mSR-BI] CHO cells, DiI-HDL uptake fluorescence, 3 h. inhibition, % at 12.5 µM. hit rate 0.96% among 320,000;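 active means mean replicate inhibition of at least 70% and a set share of replicates each scoring 70 or more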;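 further: 0% = median of neutral control wells and 100% = median of positive control wells; values of inactives mirror those of a sister screen read the other way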
Target sequence (Q61009 whole entry, looked up): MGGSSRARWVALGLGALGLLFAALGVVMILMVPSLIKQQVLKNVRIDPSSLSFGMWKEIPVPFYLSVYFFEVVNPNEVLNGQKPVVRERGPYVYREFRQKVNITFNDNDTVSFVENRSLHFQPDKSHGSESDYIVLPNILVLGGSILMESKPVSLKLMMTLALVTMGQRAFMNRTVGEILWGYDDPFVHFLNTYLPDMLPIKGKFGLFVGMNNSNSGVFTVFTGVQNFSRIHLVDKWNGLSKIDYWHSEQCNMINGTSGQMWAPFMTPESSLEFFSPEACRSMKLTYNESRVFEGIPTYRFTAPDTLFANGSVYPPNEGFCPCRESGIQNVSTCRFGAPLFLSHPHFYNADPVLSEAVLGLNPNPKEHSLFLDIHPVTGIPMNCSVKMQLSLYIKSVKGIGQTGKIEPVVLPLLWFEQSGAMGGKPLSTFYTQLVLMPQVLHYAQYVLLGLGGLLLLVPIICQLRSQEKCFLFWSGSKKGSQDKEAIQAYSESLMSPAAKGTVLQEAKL
SR-BI uptake up: activators of SR-BI mediated HDL lipid uptake; CHO ldlA[mSR-BI] cells, DiI-HDL uptake fluorescence, 3 h; 100 = double the neutral-control signal; activation, % at 12.5 µM; hit rate 0.096% among 320,000;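 active means mean replicate activation of at least 60% and every replicate at or above 60%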;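 further: 0% = median plate neutral-control signal and 100% = twice that signal; values of inactives mirror those of a sister screen read the other way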
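System: LDL receptor-deficient CHO ldlA cells overexpressing murine SR-BI | Timing: 3 h uptake period with compound, 37 °C | Medium: HEPES-buffered (25 mM, pH 7.4) F12 plus 0.5% BSA | Dosing: Single-point compound dose | Signal: Bottom-read fluorescence, 550/595 nm | Read-out: Retained DiI signal reflecting DiI-HDL uptake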
PvdQ inh: P. aeruginosa PvdQ acylase inhibition | purified PvdQ acylase, fluorescence plate reader | inhibition, % at 10 µM | hit rate 0.063% among 340,000 | AID 488965; in the data active means inhibition above about 30%, passing the limit was not always enough;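 further: 0% = vehicle neutral wells and 100% = reference inhibitor wells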
* = called active by the depositor; . = no result given.

Fields – PfHsp90 set2 | CAL PDZ FP-2 | Rtt109 Vps75 | NSD2 HMT inh | dFosB act | SR-BI uptake up | PvdQ inh | MITF TRPM1 HTS | CAL PDZ FP-1 | SR-BI HDL uptake
Cc1ccc(NS(=O)(=O)c2ccc(C(=O)N3CCCCCCC3)cc2)cc1
 : -14 | -4 | 6 | 1 | -8 | -6 | 2 | 7 | -2.4 | 6
Cc1cc(Nc2ccc3c(c2)OCCO3)c2ccccc2n1
 : 7 | 0 | -4 | 3 | 7 | -10 | -11 | -3 | -1.0 | 10
Cc1cccc(NS(=O)(=O)c2cc3c(cc2C)n(C)c(=O)c(=O)n3C)c1
 : 6 | -1 | 2 | . | -1 | 15 | 11 | -6 | 0.2 | -15
CCCCC1=NN2C(=N)CC(=O)N=C2S1
 : 25 | -6 | -1 | -1 | -9 | 2 | -29 | . | 0.8 | -2
O=c1cc(O)c2ccccc2n1Cc1ccccc1Cl
 : -24 | 18 | 7 | -2 | -6 | 1 | -11 | -8 | 0.4 | -1
COc1ccc(C(C)(C)C)cc1NC(=O)COC(=O)c1nc2nccc(C)n2n1
 : 8 | -1 | -10 | 4 | -11 | 9 | 8 | -5 | -1.8 | -9
CC1CC(C)CN(c2nc3c(c(=O)[nH]c(=O)n3C)n2CCCSc2nc3ccccc3s2)C1 (stereo unspecified)
 : -17 | 2 | -12 | 1 | -5 | 3 | 9 | 0 | -1.2 | -3
CC(=O)c1ccccc1NS(=O)(=O)c1ccccc1Cl
 : 23 | -3 | -2 | 1 | -1 | 16 | -13 | 8 | -3.9 | -16
Oc1c(/C=N/Nc2cccc3cccnc23)ccc2ccccc12
 : -4 | -3 | 4 | -1 | 1 | -30 | -6 | 65 | -0.4 | 30
CC1=C(C(=O)OCC(C)C)C(c2cccc(F)c2)N2C(=O)C(C)SC2=N1 (stereo unspecified)
 : 13 | -1 | 6 | -1 | -8 | -18 | -8 | 7 | -0.7 | 18
O=C(NCc1cccc(Cl)c1)c1ccc2nc(N3CCOCC3)sc2c1
 : -22 | . | -8 | . | -9 | 1 | -6 | . | -1.6 | -1
Cc1c(NC(=O)CCC2CCCCC2)c(=O)n(-c2ccccc2)n1C
 : 7 | -1 | 1 | . | -6 | -4 | -9 | 3 | -1.4 | 4
COCCCNC(=S)Nc1ccc(S(=O)(=O)Nc2cc(OC)nc(OC)n2)cc1
 : 15 | -3 | 6 | 0 | -4 | 18 | 0 | 11 | -3.3 | -18
O=C(CCC(=O)OCC(=O)c1ccccc1)Nc1cccc2cccnc12
 : -16 | -1 | . | 3 | 0 | 17 | 9 | -1 | -3.1 | -17
Cc1cc(N2CCN(C(=O)/C=C/C(=O)O)CC2)c2ccccc2n1
 : -8 | 2 | . | -1 | 4 | 7 | 0 | 11 | 0.1 | -7
CC(C)c1ccc(S(=O)(=O)c2nnn3c2nc(NCC2CCCO2)c2ccccc23)cc1 (stereo unspecified)
 : -10 | 23 | 1 | . | -10 | 5 | -11 | -5 | -0.6 | -5
O=C(c1ccccc1)N1CCN(C(=O)c2ccc3c(c2)OCO3)CC1
 : 40 | 5 | -9 | 3 | 4 | . | -8 | 1 | -0.1 | .
O=C(Nc1ccc(OC(F)F)c(Cl)c1)Nc1ccc2c(c1)OCO2
 : . | -5 | 4 | 1 | 2 | -10 | -8 | . | 0.6 | 10
COc1ccc(S(=O)(=O)N2CCN(c3ccccc3OC)CC2)cc1C(=O)N1CCCCC1
 : 43 | -3 | -5 | 0 | -12 | 13 | -8 | -4 | -2.2 | -13
Cc1ccc2nc(SCC(=O)NC3CCCCC3)nc(=O)n2c1
 : . | -1 | -3 | -3 | -9 | 13 | -1 | 2 | -2.2 | -13
CSc1nnc(-c2cc(-c3ccc(C)cc3)nc3ccccc23)o1
 : -12 | -1 | -10 | -1 | -5 | 10 | -3 | -5 | -0.3 | -10
CC(CNC(=O)COC(=O)c1cccnc1Cl)c1ccccc1 (stereo unspecified)
 : 11 | -2 | 12 | 1 | 8 | 6 | 0 | -7 | -0.6 | -6
Cc1nn(Cc2c(F)c(F)c(F)c(F)c2F)c(C)c1NC(=O)c1ccc(COc2ccccc2Cl)cc1
 : 18 | 6 | -4 | -19 | -2 | -12 | -2 | -4 | -1.6 | 12
Cc1ccc(OCC(=O)NNC(=O)C2CCN(c3nccc(C)n3)CC2)cc1
 : -1 | -1 | 15 | 0 | -1 | 1 | 2 | -5 | -2.4 | -1
Cc1ccc(S(=O)(=O)NCC(=O)OCC(=O)Nc2ncc(Cl)cc2Cl)cc1
 : 12 | 3 | 27 | 1 | -4 | . | 2 | -4 | -1.7 | .
COc1cc(/C=N/N2C(=O)c3ccccc3NC2(C)c2cccc([N+](=O)[O-])c2)cc(Br)c1O (stereo unspecified)
 : 4 | -7 | 6 | 0 | -5 | -44 | -1 | -8 | 0.6 | 44
CCN(CC)CCNc1nc(-c2cccs2)c(CC(=O)O)s1
 : -1 | -8 | 2 | 11 | 12 | 8 | 7 | -12 | 0.9 | -8
CCOC(=O)c1sc(N(Cc2ccccc2)C(=O)CSc2nnc(C3CC3)n2N)nc1C
 : -26 | -6 | . | 5 | -4 | -32 | 12 | 44 | -1.6 | 32
CC(=O)NCCn1c(SCC(=O)NCC2CCCO2)nc2ccccc2c1=O (stereo unspecified)
 : -56 | -6 | -1 | -3 | -10 | 24 | -10 | -5 | -2.7 | -24
O=C(Nc1ccccc1)N(Cc1ccccc1)CC(O)C(F)(F)F (stereo unspecified)
 : 4 | -4 | -2 | 1 | 4 | -2 | -6 | 15 | 0.1 | 2
c1ccc(C2(CNc3ccccn3)CCCC2)cc1
 : -8 | -1 | -3 | 0 | -3 | -10 | -8 | -9 | -2.7 | 10
C(=N\Nc1ccc2nncn2n1)/c1ccco1
 : 19 | -5 | 6 | -1 | 1 | 20 | 2 | -10 | 0.5 | -20
COc1ccc2c(c1)C(NC(C)=O)C(=O)N2CCc1ccccc1 (stereo unspecified)
 : . | 4 | 5 | 5 | -1 | -10 | 0 | 11 | 0.1 | 10
O=[N+]([O-])c1ccc(Oc2cccc3cccnc23)c([N+](=O)[O-])c1
 : 4 | 1 | 9 | 5 | 1 | -18 | 0 | -10 | -1.5 | 18
CCOC(=O)C1(Cc2ccccc2)CCN(Cc2cccn2-c2cccnc2)CC1
 : -15 | -2 | -6 | 8 | 0 | 36 | -5 | 6 | -0.7 | -36
CCN(CC(=O)Nc1c(F)cccc1F)C(=O)Cc1ccc2c(c1)CCC2
 : . | -1 | 41 | -1 | -6 | 0 | 7 | -11 | -2.7 | 0
COc1ccc(C(=O)Nc2ccc(S(=O)(=O)Nc3cc(C)nc(C)n3)cc2)cc1OC
 : 10 | . | 1 | 0 | -3 | 9 | -9 | -4 | 0.5 | -9
O=C(Nc1ccccc1)c1cc(-c2ccccc2Cl)no1
 : 8 | -6 | 3 | -2 | -12 | -1 | -20 | 56 | . | 1
COC(=O)C1(O)CC(C(C)C)=NN1C(=O)c1ccccc1 (stereo unspecified)
 : 15 | -5 | -28 | -3 | -1 | -5 | 1 | -3 | -1.1 | 5
O=[N+]([O-])c1cccc(COc2ccc(CN3CCCCC3)cc2)c1
 : 19 | -4 | -12 | . | -1 | -12 | -5 | 66 | -1.0 | 12
O=C(COc1cccnc1[N+](=O)[O-])N1CCN(S(=O)(=O)c2ccc3ccccc3c2)CC1
 : 40 | -2 | 13 | 10 | -2 | 13 | 10 | 19 | -0.1 | -13
S=C(NC1CC1)SCc1ccco1
 : 4 | . | -10 | -2 | -3 | -3 | 0 | -37 | 0.0 | 3
O=C(CCn1cccn1)N1CCCC(N2CCN(c3cccc(Cl)c3)CC2)C1 (stereo unspecified)
 : 28 | -2 | -1 | 1 | 1 | -1 | -16 | 10 | -0.4 | 1
O=C(O)CCCCNCc1ccccc1
 : 5 | 0 | -11 | . | -2 | 16 | -10 | 0 | -2.5 | -16
Cc1cc(OCC(=O)c2ccc(Br)cc2)ccc1N1C(=O)CCC1=O
 : . | 0 | . | 1 | -4 | -8 | -8 | . | -2.2 | 8

Whole records as entered above. Screens in order: PfHsp90 set2, CAL PDZ FP-2, Rtt109 Vps75, NSD2 HMT inh, dFosB act, SR-BI uptake up, PvdQ inh, MITF TRPM1 HTS, CAL PDZ FP-1, SR-BI HDL uptake
COC(=O)C1(O)CC(C(C)C)=NN1C(=O)c1ccccc1 (stereo unspecified) across the screens: 15, -5, -28, -3, -1, -5, 1, -3, -1.1, 5
S=C(NC1CC1)SCc1ccco1 across the screens: 4, ., -10, -2, -3, -3, 0, -37, 0.0, 3

New compounds follow:
Fields – PfHsp90 set2 | CAL PDZ FP-2 | Rtt109 Vps75 | NSD2 HMT inh | dFosB act | SR-BI uptake up | PvdQ inh | MITF TRPM1 HTS | CAL PDZ FP-1 | SR-BI HDL uptake
Cc1cc(C=C2C(=O)c3ccccc3C2=O)c(C)n1-c1ccc(C(=O)O)cc1
 : 18 | -1 | 8 | 16 | -15 | -2 | -3 | -1 | 0.0 | 2
O=C(CN1CCN(c2ccc(O)cc2)CC1)N(C1CC1)C1CCS(=O)(=O)C1 (stereo unspecified)
 : . | 1 | 2 | 2 | -3 | 19 | -4 | -7 | 0.5 | -19
CCN1CCN(Cc2c(O)ccc3c(=O)c(-c4ccccc4OC)coc23)CC1
 : 2 | 1 | -27 | . | 6 | -14 | 2 | 7 | -1.9 | 14
COc1ccc(NC(C)=O)cc1NC(=O)CN1CCN(C(=O)c2ccco2)CC1
 : -16 | . | -5 | -2 | -1 | 8 | 3 | -2 | -1.0 | -8
CCC(CC)C(=O)Nc1cccc(S(=O)(=O)c2cccc(NC(=O)C(CC)CC)c2)c1
 : 13 | 4 | 4 | 2 | 17* | -22 | 8 | -8 | -0.4 | 22
CC(CC1C(C#N)=C(N)SC(N)=C1C#N)c1ccccc1 (stereo unspecified)
 : . | 2 | 19 | . | -22 | 13 | -2 | -2 | -0.6 | -13
CC(C)CCNC(=O)c1cc2c(=O)n3ccccc3nc2s1
 : 15 | -3 | 11 | -3 | -13 | 12 | -8 | 29 | . | -12
CCN(CC(=O)Nc1ccc(NC(C)=O)cc1)C(=O)c1cc2c(s1)CCCCC2
 : 9 | . | 7 | 3 | -3 | 7 | -18 | 8 | -1.0 | -7
Cc1c(N(C)S(=O)(=O)c2cc(C(=O)N3CCCC3)ccc2Cl)c(=O)n(-c2ccccc2)n1C
 : 4 | -1 | 9 | 4 | -1 | 10 | -7 | 3 | -0.1 | -10
CC(C)(C)c1ccc(C(=O)c2c[nH]c(C(=O)NCc3ccco3)c2)cc1
 : -19 | . | -3 | 0 | -5 | -11 | 3 | 4 | -1.6 | 11
O=C(NCC1CCCO1)c1ccccc1NS(=O)(=O)c1cccs1 (stereo unspecified)
 : -13 | -4 | -2 | 2 | 1 | 12 | -17 | -4 | -0.8 | -12

High-throughput results from PubChem BioAssay.
